Screening results: PubChem, several laboratories
KCC2 mod = KCC2 cotransporter modulators, thallium flux, primary screen, cell-based, HEK293 KCC2, FluoZin-2 fluorescence, MLSMR; Solute carrier family 12 member 5 (Homo sapiens), Q9H2X9; KCC2 cells, thallium flux FluoZin-2 fluorescence; B-score of Tl+ flux slope (higher = more flux/activation; lower = inhibition) at 10 µM; 190,000 compounds, 2.2% hits; AID 1456, 2008;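 active = thallium flux slope and its plate-corrected score both differing from the plate sample mean at a set confidence after two filtering rounds, in either direction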;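 also: slope of fluorescence scaled to starting intensity during 10 to 20 s after thallium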
m-calpain inh = inhibitors of pig calpain II, primary screen, biochemical, fluorogenic peptide substrate, 1536-well | purified calpain II, 30 min | AID 1236, 2008 | 220,000 compounds, 0.37% hits | inhibition, % at 16 µM;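 active = inhibition above about 50%, limit read from the data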
Furin inhibitor = human furin inhibitors, primary screen, biochemical, fluorescence intensity; inhibition, % at 30 µM; AID 463115, 2010; purified furin, fluorogenic substrate cleavage; 220,000 compounds, 0.061% hits; in the data active = inhibition above about 25%; also: inactives centre near -15
thrombin 1536 = human alpha-thrombin inhibitors, primary screen, counter-screen for coagulation protease inhibitor project, biochemical, 1536-well, fluorogenic AMC substrate. AID 1046, 2008. 220,000 compounds, 0.26% hits. Prothrombin (Homo sapiens), P00734. Boc-VPR-AMC fluorogenic substrate cleavage. inhibition, % at 5 µM;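 active = inhibition at or above 40%; inactive = inhibition below 40%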;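 also: 0% = enzyme with no compound and 100% = wells without enzyme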
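Material: Human alpha-thrombin protein | Buffer or medium: pH 7.5 Tris-saline with Tween 20 | Reagent: Boc-VPR-AMC substrate, 15 µM final | Schedule: Reaction at ambient temperature | Detection: AMC fluorescence at 355 nm excitation and 460 nm emission | Evaluation: Percent inhibition scaled between no-compound controls and no-enzyme blanks | Controls: no-compound enzyme wells and no-enzyme blanks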
PERK inh = block of dimerizer-induced PERK translation repression, primary screen, PERK inhibitor project, CHO PERK-DD cells, SEAP luminescence, HTS; Eukaryotic translation initiation factor 2-alpha kinase 3 (Homo sapiens), Q9NZJ5; CHO PERK-DD fusion, SEAP luminescence translation reporter; inhibition, % at 5.6 µM; 220,000 compounds, 0.17% hits; AID 1416, 2008;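 active = inhibition above the mean inhibition of all tested compounds plus 3 SD, set separately per screening campaign, cut at about 2.9% in these data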;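 also: PERK kinase domain activated by AP20187 dimerizer at 100 nM; 0% = DMSO with dimerizer and 100% = rapamycin at 8.4 µM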
Target sequence (Q9NZJ5 whole entry, looked up, the tested form may be a part): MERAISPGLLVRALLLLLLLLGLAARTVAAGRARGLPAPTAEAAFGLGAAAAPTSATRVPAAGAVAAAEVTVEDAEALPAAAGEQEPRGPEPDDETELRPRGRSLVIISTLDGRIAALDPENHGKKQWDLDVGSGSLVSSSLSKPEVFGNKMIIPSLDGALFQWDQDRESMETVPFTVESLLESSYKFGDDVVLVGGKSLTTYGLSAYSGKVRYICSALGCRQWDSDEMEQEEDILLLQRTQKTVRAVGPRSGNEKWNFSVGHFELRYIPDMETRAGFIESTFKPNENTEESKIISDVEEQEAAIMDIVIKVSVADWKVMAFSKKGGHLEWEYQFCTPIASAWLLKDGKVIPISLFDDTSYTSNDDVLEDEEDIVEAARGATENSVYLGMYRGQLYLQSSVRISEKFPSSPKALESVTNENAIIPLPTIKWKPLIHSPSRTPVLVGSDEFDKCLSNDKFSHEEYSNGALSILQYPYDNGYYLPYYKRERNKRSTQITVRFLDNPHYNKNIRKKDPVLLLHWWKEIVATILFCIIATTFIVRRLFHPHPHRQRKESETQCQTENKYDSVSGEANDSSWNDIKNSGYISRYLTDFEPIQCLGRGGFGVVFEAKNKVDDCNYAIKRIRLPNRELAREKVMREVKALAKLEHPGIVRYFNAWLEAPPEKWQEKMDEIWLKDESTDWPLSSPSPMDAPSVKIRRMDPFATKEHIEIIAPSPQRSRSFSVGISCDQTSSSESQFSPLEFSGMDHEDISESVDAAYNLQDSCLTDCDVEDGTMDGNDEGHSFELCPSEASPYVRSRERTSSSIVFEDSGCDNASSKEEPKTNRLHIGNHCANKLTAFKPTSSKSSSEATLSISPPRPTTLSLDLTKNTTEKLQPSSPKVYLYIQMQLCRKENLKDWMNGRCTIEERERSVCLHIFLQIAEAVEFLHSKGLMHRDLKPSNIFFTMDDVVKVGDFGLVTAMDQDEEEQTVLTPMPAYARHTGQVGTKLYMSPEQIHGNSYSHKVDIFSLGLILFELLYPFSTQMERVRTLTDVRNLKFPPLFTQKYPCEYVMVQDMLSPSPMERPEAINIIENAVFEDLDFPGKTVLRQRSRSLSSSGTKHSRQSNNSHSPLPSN
FXIIa inh 1536 = human FXIIa protease inhibitors, primary screen, biochemical, 1536-well; Coagulation factor XII (Homo sapiens), P00748; purified FXIIa, Boc-QGR-AMC fluorogenic substrate, 2 h; inhibition, % at 5 µM; 220,000 compounds, 0.3% hits; in the data active = inhibition above about 40%;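 also: 0% = enzyme with no compound and 100% = blank without enzyme; many of its hits are not listed in these tables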
Rad51 HR inh = human RAD51 strand exchange inhibitors, primary screen, biochemical, fluorescence | 200,000 compounds, 0.085% hits | hRad51 DNA strand exchange, fluorescence dequenching | inhibition, % at 10 µM | AID 1385, 2008;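 active = inhibition above 40% at the single screening dose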;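 also: 0% = DMSO control wells and 100% = blanks with heterologous ssDNA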
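System: human Rad51 nucleoprotein filaments preassembled on unlabelled ssDNA. Reagent: labelled 47-mer dsDNA for strand exchange. Schedule: 30-min compound preincubation and 15-min exchange, both room temperature. Measured by: FRET fluorescence dequenching, excitation 485 nm, emission 520 nm. Read-out: Fluorescence-based percent inhibition, control- and blank-normalised. Benchmarks: plate controls and plate blanks.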
KLK5 inh = human KLK5 protease inhibitors, primary screen, biochemical, 1536-well. recombinant hK5, fluorogenic AMC substrate cleavage. AID 873, 2007. 210,000 compounds, 0.59% hits. inhibition, % at 5 µM;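 active = inhibition of 40% or more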;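 also: 0% = enzyme controls without compound and 100% = no-enzyme blanks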
FXIa inh 1536 = human FXIa protease inhibitors, primary screen, biochemical, 1536-well; Coagulation factor XI (Homo sapiens), P03951; purified FXIa, Boc-Glu-Ala-Arg-AMC fluorogenic substrate; inhibition, % at 5 µM; 220,000 compounds, 0.14% hits; AID 798, 2007;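 active = inhibition of at least 40%; inactive = inhibition below 40%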;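 also: fluorescence of freed AMC excited at 355 nm; 0% = enzyme without compound and 100% = no enzyme blank; many of its hits are not listed in these tables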
Active calls of the source: *; i = inactive; nt = not tested or not shown; [ ] = dose if it differs, or a comment.

no.	molecule	thrombin 1536	Rad51 HR inh	Furin inhibitor	m-calpain inh	FXIa inh 1536
1	O=C(c1ccco1)N1CCN(CC(O)Cn2c3ccccc3c3ccccc32)CC1 (stereo unspecified)	8	-4	-13[20 µM]	-34	5
2	CC(=O)Nc1ccc(C(=O)OCc2ccc(Cl)cc2)cc1	3	-10	-27	12	2
3	Clc1ccc2c(c1)C(N1CCNCC1)Cc1ccccc1S2 (stereo unspecified)	-5	nt	-1[20 µM]	-44	1
4	Cc1ccc2c3c([nH]c2c1)C(=O)CC(C)(C)S3	-9	4	-19	-32	-4
5	CCN(CC)C(=O)CS(=O)CC(=O)Nc1cc(OCCOC)c(Cl)cc1Cl (stereo unspecified)	-5	-9	4	10	7
6	CCCCN(C(=S)NC(=O)c1ccccc1)c1c(N)n(Cc2ccccc2)c(=O)[nH]c1=O	-14	10	-3	6	6
7	Cc1cccc(N=Cc2c(O)cc(C)oc2=O)c1	3	7	-27	7	-6
8	Cc1ccc2nc(SCC(=O)N3CCN(C(=O)c4ccco4)CC3)[nH]c2c1	-1	nt	-28	-5	7
9	CN(Cc1ccccc1)C(=O)CCn1c(=O)oc2ccccc21	-6	-10	-19	4	-1
10	O=C(c1cccs1)N1CCN(C2CCCCC2)CC1	-8	1	-29	10	3
11	O=C(NC1CCN(Cc2ccccc2)CC1)C12CC3CC(CC(C3)C1)C2	2	3	-14[20 µM]	-14	2
12	O=C1CCCc2ccccc2N1Cc1ccc(Cl)cc1	0	-8	-32[20 µM]	-100	-4

no.	KLK5 inh	FXIIa inh 1536	KCC2 mod	PERK inh
1	8	20	nt	-1.0
2	-6	20	-0.59	0.6
3	-14	4	0.049	-2.1
4	-2	1	0.44	0.3
5	nt	9	-0.0056	0.8
6	-5	7	-0.7	0.7
7	-20	-2	0.15	1.1
8	-7	14	-0.075	0.8
9	-2	8	0.93	-0.7
10	-5	4	nt	-0.5
11	-9	9	-0.77	-0.5
12	3	-3	nt	1.2

(next part)
no.	molecule	thrombin 1536	Rad51 HR inh	Furin inhibitor	m-calpain inh	FXIa inh 1536
13	O=C(N/C=C/c1ccco1)OCc1ccccc1	-1	-35	-16	-58	-6
14	COc1ccc(OC)c(NC(=O)CNC(=O)c2cccs2)c1	0	4	10[20 µM]	11	0
15	CC(SC(=S)N1CCOCC1)C(=O)O (stereo unspecified)	-4	7	-25[20 µM]	10	-14
16	c1ccc2c(-c3nc(C4CCCCC4)no3)cc(-c3ccncc3)nc2c1	5	1	-14[20 µM]	4	10
17	Cc1c(Cl)cccc1N=C(N)N=C(N)N	1	11	-10	-13	5
18	COc1ccc(C(=O)Nc2ccc3nc(C)sc3c2)cc1OC	5	-46	-32	-6	-4
19	Cc1ccccc1Cn1ccc(NC(=O)c2nn(C)cc2[N+](=O)[O-])n1	-1	nt	-11	24	1
20	CC(C)CCn1c(N)c(S(=O)(=O)c2cccs2)c2nc3ccccc3nc21	2	-8	-6[20 µM]	i	-5
21	O=S(=O)(Nc1ccccc1N1CCCCC1)c1ccc(F)cc1F	-7	-3	-12	4	-3
22	Cc1ccc2nc3c(nc2c1C)C(O)=C3O	-4	16	-6	1	-1
23	CC(=O)c1ccc(Oc2ccc(C(=O)c3ccc(C)c(C)c3)cc2[N+](=O)[O-])cc1	0	nt	-16	14	5
24	O=C(C[n+]1ccc(C(=O)N/N=C/c2ccc(OCc3ccccc3)cc2)cc1)c1ccccc1	-3	5	-5[20 µM]	-45	-2

no.	KLK5 inh	FXIIa inh 1536	KCC2 mod	PERK inh
13	-22	-8	-0.25	0.7
14	-6	6	nt	-0.7
15	3	-6	0.16	0.8
16	-10	12	0.27	1.8
17	1	7	0.34	0.6
18	-4	2	-0.18	-0.2
19	-3	7	0.84	-1.5
20	-42	-17	0.32	-1.5
21	-2	2	19*	0.7
22	-1	11	-0.18	0.6
23	-1	16	0.63	0.5
24	12	8	-1.3	-0.4

Later entries:
no.	molecule	thrombin 1536	Rad51 HR inh	Furin inhibitor	m-calpain inh	FXIa inh 1536
25	COc1ccc(NC(=O)Cn2nnc(-c3ccccc3NC(=O)c3cccs3)n2)cc1	-4	-10	-13	-202	1
26	CCOc1ccc(-c2csc(NC(=O)c3ccc(S(=O)(=O)N4CCc5ccccc5C4)cc3)n2)cc1	-4	-21	-22	-58	7
27	COC(=O)Cc1cc(OC)c(OC)cc1S(=O)(=O)N(C)C	1	19	-18	-14	-3
28	COC(=O)[C@H](Cc1ccccc1)NC(=O)Nc1ccc(OC)cc1	-4	7	-16	-23	-3
29	COC(=O)c1c(NC(=O)C2CC2)sc2c1CCN(C(C)=O)C2	-4	0	-15	-39	-3
30	CC(=O)N1[C@@H]2CC3C4CC=C5C[C@@H](O)CC[C@]5(C)C4CC[C@]3(C)[C@@]21C(C)=O (stereo partly specified)	-1	-49	-19	-12	5
31	Cc1nc2ccccc2n1CCCOc1ccccc1	0	6	-8[20 µM]	-15	5
32	Cc1[nH]c2ccccc2c1C(=O)C(=O)NCCc1ccc(S(N)(=O)=O)cc1	-4	3	4	-12	8
33	Cc1cc(=O)oc2c1c(C)nn2-c1cccc(Cl)c1	5	15	-15	2	-1
34	O=c1c2cccnc2nc2n1CCCCC2	0	6	-19	15	-2
35	O=C(c1ccccc1)N1C(=O)C(c2ccccc2)Oc2ccccc21 (stereo unspecified)	-11	nt	-17	0	1
36	O=C1C=C(c2cccs2)CC(c2cccs2)C1n1cnc([N+](=O)[O-])c1 (stereo unspecified)	-3	3	-6[20 µM]	-13	1

no.	KLK5 inh	FXIIa inh 1536	KCC2 mod	PERK inh
25	-19	12	-0.045	0.1
26	-8	7	0.28	1.1
27	-7	9	0.39	0.1
28	-3	5	0.011	1.1
29	-5	15	nt	0.1
30	-7	7	0.74	0.5
31	-12	13	0.034	-0.7
32	-16	9	0.16	-0.2
33	-5	6	-0.47	1.3
34	-18	-4	0.34	2.3
35	0	2	0.019	-0.3
36	2	8	-0.82	0.2

Later entries:
no.	molecule	thrombin 1536	Rad51 HR inh	Furin inhibitor	m-calpain inh	FXIa inh 1536
37	CC(=O)C1=C(C)OC(N)=C(C#N)C1c1ccncc1 (stereo unspecified)	-4	-13	-17[20 µM]	1	-22
38	O=C(Cc1ccc(Cl)cc1)NNc1c(F)c(F)cc(F)c1F	-17	7	-23	19	7
39	CC(C(=O)N1CCCC1)N1CCN(c2ccccc2O)CC1 (stereo unspecified)	-13	-3	-14	35	1
40	CCOc1ccc(NC(=S)Nc2ccc(OC)cc2)cc1	-3	2	-30	-31	6
41	CCCn1nc(NC(=O)c2cccs2)c2cc3cccc(C)c3nc21	-6	12	-15	2	-4
42	COC(=O)c1nn(-c2ccc3c(c2)CCN3C(C)=O)cc1O	-2	5	-22[20 µM]	i	8
43	CCOc1ccc(OCC)c(NS(=O)(=O)c2ccc3c(c2)n(C)c(=O)c(=O)n3C)c1	0	-6	-10[20 µM]	20	2
44	CCN(Cc1ccccc1)C(=O)C(C)OC(=O)c1cc(S(=O)(=O)Nc2c(C)n(C)n(-c3ccccc3)c2=O)ccc1C (stereo unspecified)	8	-4	-23	-85	-1
45	CC(=O)Nc1ccc(S(=O)(=O)NC2(C(F)(F)F)NC(=O)N(c3ccccc3F)C2=O)cc1 (stereo unspecified)	3	-15	-21	11	-2
46	Cc1c(C#N)c(N)c(C(=O)c2ccccc2)n1Cc1ccccc1	0	-14	-19[20 µM]	12	10
47	CCC(=O)Nc1ccc(S(=O)(=O)N2CCOCC2)cc1	-5	-12	-7[20 µM]	16	-12
48	O=C(Nc1nccs1)c1cc(-c2ccco2)nc2ccccc12	-1	-3	-19	-147	5

no.	KLK5 inh	FXIIa inh 1536	KCC2 mod	PERK inh
37	1	7	1.1	0.4
38	-5	9	0.12	1.4
39	-3	10	1.6	1.2
40	2	nt	0.089	0.9
41	-2	1	0.19	-2.3
42	0	11	0.57	0.8
43	3	13	0.69	0.1
44	-7	11	-1.7	-0.6
45	-12	7	0.07	0.3
46	-20	11	-0.07	-1.9
47	-9	2	0.77	1.0
48	-26	10	nt	-0.4

Some entries already given, showing only Rad51 HR inh and thrombin 1536.
entry | smiles | Rad51 HR inh | thrombin 1536
42 | COC(=O)c1nn(-c2ccc3c(c2)CCN3C(C)=O)cc1O | 5 | -2
37 | CC(=O)C1=C(C)OC(N)=C(C#N)C1c1ccncc1 (stereo unspecified) | -13 | -4

Compounds from the list above that have fluorine:
no.	molecule	thrombin 1536	Rad51 HR inh	Furin inhibitor	m-calpain inh	FXIa inh 1536
21	O=S(=O)(Nc1ccccc1N1CCCCC1)c1ccc(F)cc1F	-7	-3	-12	4	-3
38	O=C(Cc1ccc(Cl)cc1)NNc1c(F)c(F)cc(F)c1F	-17	7	-23	19	7
45	CC(=O)Nc1ccc(S(=O)(=O)NC2(C(F)(F)F)NC(=O)N(c3ccccc3F)C2=O)cc1 (stereo unspecified)	3	-15	-21	11	-2

no.	KLK5 inh	FXIIa inh 1536	KCC2 mod	PERK inh
21	-2	2	19*	0.7
38	-5	9	0.12	1.4
45	-12	7	0.07	0.3

New compounds follow.
no.	molecule	thrombin 1536	Rad51 HR inh	Furin inhibitor	m-calpain inh	FXIa inh 1536
49	CCC(C)NCCOCCOc1ccc(Br)cc1 (stereo unspecified)	-3	6	-11	2	-11
50	Cc1cc(C)nc(SCCc2ccncc2)n1	-7	0	-13	-28	4
51	Cc1cccc(C)c1N(CC(O)Cn1c2ccccc2c2ccccc21)S(C)(=O)=O (stereo unspecified)	-4	1	-24[20 µM]	6	0
52	COc1ccccc1C(C[N+](=O)[O-])c1c[nH]c2ccccc12 (stereo unspecified)	-3	nt	-14	20	4
53	CCC(=O)Nc1cccc(C(=O)OCC(=O)c2ccccc2Cl)c1	0	0	-26	8	-1
54	O=C(Nc1cc([N+](=O)[O-])ccc1N1CCOCC1)c1ccco1	29	-10	2	31	43*
55	O=C(CCNS(=O)(=O)c1cccc2nonc12)N1CCN(c2cccc(Cl)c2)CC1	2	11	-19[20 µM]	12	2
56	CCOC(=O)C1(CCc2ccccc2)CCN(Cc2ccc(O)cc2)CC1	-8	2	-20	-10	-7
57	CC(=O)Nc1ccc(Sc2ccccc2C(=O)N2CCCC2)cn1	-4	-16	-17	-12	-1

no.	KLK5 inh	FXIIa inh 1536	KCC2 mod	PERK inh
49	-13	-2	-0.7	-0.2
50	-17	9	1.3	0.2
51	-4	0	nt	-0.5
52	2	9	-1.3	0.9
53	5	10	-0.74	0.7
54	21	16	-0.58	-0.2
55	6	13	-0.13	-1.9
56	-7	0	0.15	-0.5
57	3	11	0.38	1.1

This is a subset; count on the stated rates, not on these rows.
